# Screening results from PubChem BioAssay.
# GLS inh: glutaminase GLS (human) inhibition; Potency, µM (series often up to 45.5 µM), for the others: at the top dose activity change, negative = inhibition, actives largely listed as inhibitors; GLS enzymatic activity, qHTS titration; O94925; hit rate 0.21% among 410,000; also: potency is read from the fitted curve at half-maximal effect; % is scaled to controls: 0 for no effect and ±100 for the full control effect
#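 Human kidney-isoform GLS in 45 mM KH2PO4 pH 8.2, 0.02% Tween-20, with compound, started with 1mM L-Glutamine (added stock). Glutamate oxidase/HRP/Amplex red coupled fluorescence read at start and after 30 min at RT.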
# G9a inh: inhibitors of human histone lysine methyltransferase G9a; Q96KQ7; G9a H3K9 monomethylation, AlphaScreen, 2 h; Potency, µM (top dose mostly 102 µM), for the others: at the top dose activity, negative = inhibition, actives largely listed as inhibitors; hit rate 8.8% among 350,000; also: potency is read from the fitted curve at half-maximal effect; % is scaled to controls: 0 for no effect and ±100 for the full control effect; nearly all actives have a fitted effect of over 75% in size
#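 Step 1: enzyme (final 20 nM) with compound, 15 min RT. Step 2: substrate peptide 500 nM and SAM 20 uM, 2 h RT. Step 3: anti-H3K9me1 antibody and AlphaScreen beads, 10 min, then plate read.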
# Pol eta inh: DNA polymerase eta (human) inhibition. Potency, µM (titrated, usually from 114 µM), for the others: at the highest dose activity change, negative = inhibition, hits mostly inhibitors. hit rate 1.2% among 390,000. recombinant Pol eta, fluorescent DNA replication assay. AID 588591; also: potency is read from the fitted curve at half-maximal effect; % is scaled to controls: 0 for no effect and ±100 for the full control effect
# Target sequence (Q9Y253 whole entry, looked up): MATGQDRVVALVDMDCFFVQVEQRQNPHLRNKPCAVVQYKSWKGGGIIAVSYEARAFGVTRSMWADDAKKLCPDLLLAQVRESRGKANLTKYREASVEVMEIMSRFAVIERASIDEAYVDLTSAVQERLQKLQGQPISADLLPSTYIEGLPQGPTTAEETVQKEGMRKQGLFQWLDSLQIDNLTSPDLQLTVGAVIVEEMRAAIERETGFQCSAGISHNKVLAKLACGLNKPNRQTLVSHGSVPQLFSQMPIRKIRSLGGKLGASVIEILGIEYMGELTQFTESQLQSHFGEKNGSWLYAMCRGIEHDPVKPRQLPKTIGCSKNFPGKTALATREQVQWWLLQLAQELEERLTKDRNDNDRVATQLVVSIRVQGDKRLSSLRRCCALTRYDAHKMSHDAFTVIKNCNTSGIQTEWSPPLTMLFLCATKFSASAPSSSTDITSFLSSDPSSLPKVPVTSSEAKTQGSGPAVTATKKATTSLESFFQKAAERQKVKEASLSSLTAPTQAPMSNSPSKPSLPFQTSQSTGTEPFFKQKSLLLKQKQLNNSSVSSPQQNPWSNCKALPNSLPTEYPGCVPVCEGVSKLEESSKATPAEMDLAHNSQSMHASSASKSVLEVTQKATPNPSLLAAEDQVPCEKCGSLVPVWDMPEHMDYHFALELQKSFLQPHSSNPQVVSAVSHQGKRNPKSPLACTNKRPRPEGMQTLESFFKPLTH
#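 Pol eta at 10 nM preincubated with compounds 15 min at room temperature; reaction started with fluorescent substrate (50 nM final) and read kinetically at 0 and 10 min.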
# BAZ2B block: blocks human BAZ2B; Q9UIF8; AlphaScreen BAZ2B-H3K14Ac peptide displacement; Potency, µM (highest dose often 114 µM), without a hit: at the highest dose activity change, negative = inhibition, usual class: inhibitors; hit rate 4.4% among 360,000; AID 504333; also: potency is read from the fitted curve at half-maximal effect; % is scaled to controls: 0 for no effect and ±100 for the full control effect; nearly all actives have a fitted effect of over 60% in size
#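 Inhibition is scored as reduced AlphaScreen emission. The BAZ2B/b-H3(5-23)K14Ac complex (50 nM each) in PBS pH 7.4, 0.01% Tween-20 meets compound (up to 110 uM) for 30 min at RT before bead addition.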
# JMJD2A Tudor inh: blocks the human JMJD2A Tudor domain; O75164; AlphaScreen JMJD2A-Tudor / H3K4me3 peptide binding; Potency, µM (titrated, usually from 114 µM), inactives show top-dose activity change, negative = inhibition, usual class: inhibitors; hit rate 4.4% among 390,000; AID 504339; also: potency is read from the fitted curve at half-maximal effect; % is scaled to controls: 0 for no effect and ±100 for the full control effect; nearly all actives have a fitted effect of over 50% in size
# PI4K2A block: blocks human PI4K2A kinase activity. Q9BTU6. purified PI4K2A, ADP-Glo luminescence, 1 h; stronger effect = lower value. activity change, negative = inhibition, % at 76.9 µM. hit rate 0.13% among 420,000. AID 1346378; in the data active = activity change below about -50%; inconclusive = mostly about -30% to -49%;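 also: -100% = wells without enzyme as full effect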
#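 PI4K2A activity was measured by ADP-Glo luminescence: enzyme (4 ug/mL stock) and phosphatidylinositol (1.2 mM stock) in Tris pH 7.5/MgCl2/EGTA/Triton X-100 buffer were reacted with ATP (300 microM stock) for one hour at ambient temperature.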
# Pin1 inh: blocks the human prolyl isomerase Pin1; Q13526; Pin1 FP peptide displacement, HiFluor488, 10 min; Potency, µM (top dose mostly 115 µM), inactives show top-dose activity, negative = inhibition, most hits filed as inhibitors; hit rate 0.009% among 390,000; AID 504891; active = well fitted inhibition curve with a large enough effect in the polarisation, with a control signal flat, not every such curve was filed as active; inconclusive = small, poorly fitted or top-dose-only effect, or effect the other way, or a change in a side signal; inactive = no such curve, though single readings can be large or run the other way; the % refers to the polarisation; also: potency is read from the fitted curve at half-maximal effect; % is scaled to controls: 0 for no effect and ±100 for the full control effect
# Target sequence (Q13526 whole entry, looked up): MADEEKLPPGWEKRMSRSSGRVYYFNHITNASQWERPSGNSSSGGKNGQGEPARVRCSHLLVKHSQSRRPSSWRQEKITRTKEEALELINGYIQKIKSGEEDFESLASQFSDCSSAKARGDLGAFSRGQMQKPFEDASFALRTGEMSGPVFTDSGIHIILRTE
# HP1b chromo inh: blocks HP1-beta chromodomain binding to methylated histone tails; AlphaScreen HP1-beta / biotin-H3K9me3 peptide binding; hit rate 0.56% among 390,000; Potency, µM (series often up to 114 µM), inactives show at the top dose activity change, negative = inhibition, hits mostly inhibitors; P83916; AID 540317; also: potency is read from the fitted curve at half-maximal effect; nearly all actives have a fitted effect of over 70% in size; inactives centre near 23
# Target sequence (P83916 whole entry, looked up): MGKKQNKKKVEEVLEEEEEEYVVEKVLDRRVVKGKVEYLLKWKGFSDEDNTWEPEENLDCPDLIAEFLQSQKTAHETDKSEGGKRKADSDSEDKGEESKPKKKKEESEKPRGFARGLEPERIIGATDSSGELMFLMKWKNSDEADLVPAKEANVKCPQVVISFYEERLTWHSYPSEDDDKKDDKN
#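 HP1-beta protein (50 nM final) preincubated 30 min at room temperature with biotinylated H3(1-18)K9me3 peptide (50 nM) in PBS pH 7.4, 0.01% Tween-20, then compound added for 30 min. AlphaScreen streptavidin donor/nickel chelate acceptor beads (10 ug/mL final), 30 min dark, luminescence read.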
# PGK inhibitor: T. brucei PGK inhibition. PGK/GAPDH coupled, Kinase-Glo luminescence, 60 min. Potency, µM (top dose mostly 57.5 µM), for the others: at the highest dose activity change, negative = inhibition, hits mostly inhibitors. hit rate 0.043% among 380,000; also: potency is read from the fitted curve at half-maximal effect; % is scaled to controls: 0 for no effect and ±100 for the full control effect; nearly all actives have a fitted effect of over 60% in size
#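 Recombinant glycosomal PGK reaction used 1,3-bisphosphoglycerate generated in-well by GAPDH (100nM final) in 100mM TEA pH 7.6, 5mM MgCl2, 0.01% Tween-20. After 60 minutes at room temperature, ATP was read by Kinase-Glo Plus luminescence end-point.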
# An asterisk follows results filed as active; i = inactive; ? = inconclusive; nt = not tested or not shown; [ ] = dose if it differs, or a comment. Unless noted, calls follow the shape of the dose curve; as a rule, active = well fitted curve in the direction sought with a large enough effect; inconclusive = small, poorly fitted or top-dose-only effect, or another doubt; inactive = no such curve, though single readings can be large; an effect the other way counts as inactive or inconclusive. Not all compounds are listed; count on the stated rates, not on these rows.
SMILES,GLS inh,G9a inh,Pol eta inh,BAZ2B block,JMJD2A Tudor inh,PI4K2A block,Pin1 inh,HP1b chromo inh,PGK inhibitor
Fc1ccc(Nc2nc(Oc3ccccc3F)nc(N3CCCC3)n2)cc1,-3%,-1%,-16%,39%[activator],-8%,-2,3%,36%,-1%
O=C(NCCc1ccccc1)c1nnc(CS(=O)(=O)c2ccccc2)o1,19%,1%,-1%,6%,-13%,-2,33%[activator],24%,-5%
Cc1cc(Br)cc2c1N(C)C(=O)C2(c1ccc(O)cc1)c1ccc(O)cc1,18%,nt,-18%,nt,-32%,4,-3%,7%,-7%
Cn1c(NC(=O)CC(C)(C)C)cc(=O)n(C)c1=O,-11%,6%,-19%,-5%,0%,5,-5%,42%[activator],i
N#C/C(=C\c1ccc(C#N)cc1)C(=O)c1ccccc1,4%,-48%[2.33 µM],3%,-26%,-12%,0,1%,23%,-1%
Cc1cccc(OCC(=O)O/N=C(\N)c2ccc(Br)cc2)c1,-1%,nt,-16%,36%,130%[activator],0,7%,139%[activator],-7%
CC(C)(C)c1cc(=O)n2[nH]c(N)nc2n1,1%,nt,-21%,56µM*,?,1,2%,28%,-6%
COC(=O)CCCC1=CC2=CC(=O)C(C)(OC(=O)c3cccs3)C(=O)C2=CN1Cc1ccccc1 (centres undefined),-8%,-10%[59 µM],-14%,-37%,-31%,-12,-2%,6%,-4%
COc1ccc(N(C(=O)CNC(=O)c2ccco2)C(C(=O)NC2CCCC2)c2cccnc2)cc1 (centres undefined),-9%,-4%,-17%,6%,-7%,-2,-7%,15%,-10%
CC1CCCN(S(=O)(=O)c2ccc(NC(=O)CCN3C(=O)c4ccccc4C3=O)cc2)C1 (centres undefined),6%,-2%,-19%,9%,-6%,7,17%,8%,-7%
O=C(Nc1cccc(OC(=O)c2ccco2)c1)c1ccco1,2%,18%[12.7 µM],-13%,-5%,1%,-5,12%,63%[activator],-5%
Cc1ccc(C)c(N2CCN(C(=O)Cn3c(-c4cccs4)cc4ccccc43)CC2)c1,0%,-7%[59 µM],-20%,-15%,-28%,0,19%,8%,-14%
CCOCC(=O)Nc1nc(C)cc(C)n1,-12%,2%,?,5%,-22%,1,-6%,18%,i
OC(c1ccc(Cl)cc1)c1nnc(-c2ccccc2)o1 (centres undefined),-9%,10%,2%,4%,-17%,0,0%,49%[activator],-13%
COc1ccc(-c2nnc(N(C)C(=O)c3cccnc3)s2)cc1,-13%,-29%,4%,1%,-19%,-5,-6%,10%,0%
Cc1ccc2nc(NCCCN3CCOCC3)c(C=NCCCN3CCOCC3)c(=O)n2c1,0%,?,7%,-4%,-19%,3,-17%,19%,-5%
COc1ccc(CCNC(=O)c2cc(-c3ccco3)nc3ccccc23)cc1,186%[activator],nt,8.9µM*,nt,45µM*,-7,28%,?,-22%
CCOC(=O)N1CCN(C(=O)c2ccc3c(=O)n(Cc4ccc(OC)cc4)c(=S)[nH]c3c2)CC1,-17%,?,-2%,-4%,-7%[11.4 µM],-15,3%,26%,0%
Cc1ccc(S(=O)(=O)N(C)CC(=O)O/N=C(\N)c2ccccn2)cc1,12%,0%,-11%,-2%,7%,23,-4%,28%,1%
COc1ccc(CN(C)C(=O)c2ccccc2Sc2ccccc2C#N)c(OC)c1,-19%,61%,-9%,-11%,-7%,6,-1%,25%,-9%
C=C(C)CSc1nnc(-c2ccccc2)n1N,-3%,?,-29%,4%,-2%,-2,1%,5%,0%
CCC(=O)NC(Cc1ccccc1)c1nc2ccccc2[nH]1 (centres undefined),-3%,nt,-14%,-3%,3%,2,-9%,29%,1%
CCCC(=O)NCC(c1ccc2c(c1)OCO2)N1CCN(c2ccc(F)cc2)CC1 (centres undefined),0%,7%[59 µM],-5%,-9%,-24%,0,1%,4%[57 µM],12%
Cc1cc(C)cc(NC(=O)[C@@H](NC(=O)c2ccco2)C(C)C)c1,0%,14%,-22%,2%,-2%,0,-1%,25%,5%
COc1ccc(/C=N/n2cnc3c(sc(=S)n3-c3ccccc3)c2=O)cc1,4%,48%,-16%,8%,-13%,5,-9%,62%[activator],-8%

# Quoted at random: 3 entries already listed
SMILES,GLS inh,G9a inh,Pol eta inh,BAZ2B block,JMJD2A Tudor inh,PI4K2A block,Pin1 inh,HP1b chromo inh,PGK inhibitor
CCOC(=O)N1CCN(C(=O)c2ccc3c(=O)n(Cc4ccc(OC)cc4)c(=S)[nH]c3c2)CC1,-17%,?,-2%,-4%,-7%[11.4 µM],-15,3%,26%,0%
COc1ccc(CN(C)C(=O)c2ccccc2Sc2ccccc2C#N)c(OC)c1,-19%,61%,-9%,-11%,-7%,6,-1%,25%,-9%
CCC(=O)NC(Cc1ccccc1)c1nc2ccccc2[nH]1 (centres undefined),-3%,nt,-14%,-3%,3%,2,-9%,29%,1%

# Later entries
SMILES,GLS inh,G9a inh,Pol eta inh,BAZ2B block,JMJD2A Tudor inh,PI4K2A block,Pin1 inh,HP1b chromo inh,PGK inhibitor
Cc1ccc(C2C(C#N)=C(N)Oc3cc4c(cc32)OCO4)cc1 (centres undefined),4%,?,?,?,-28%,0,9%,13%,-8%
CSc1ccc(CNC(=O)Cn2ccc3cc(S(=O)(=O)N4CCCC4)ccc32)cc1,-2%,-17%[59 µM],-10%,-16%,-17%,-16,9%,40%,i
COc1ccc(S[C@@H](CCN2CC[C@H](NC(=O)OCc3ccccc3)CCC2=O)c2ccccc2)cc1,-1%,nt,-18%,nt,-15%,-4,12%,?,-5%
CC(=O)c1ccc(OCC(=O)Nc2ccccc2N2CCCC2)cc1,10%,nt,-23%,?,-26%,-2,-8%,13%,3%
Nc1ncnc2c1ncn2[C@@H]1O[C@H](CNCc2ccccc2)[C@@H](O)[C@H]1O,-1%,nt,-6%,nt,-14%,-4,0%,12%,i
c1ccc(C2=NNC(=NCc3ccc4c(c3)OCO4)SC2)cc1,6%,40µM*,-12%,-37%,-27%,12,16%,6%,-5%
C[C@@H](C(=O)O)[C@H]1C[C@]1(C)[C@H](NC(=O)OCc1ccccc1)c1ccccc1,-2%,79µM*,2%,-10%,-17%,5,-10%,19%,-9%
CCCCN(C)Cc1c(C)[nH]c2c(Cl)cccc2c1=O,14%,-45%[59 µM],-2%,0%,-10%,-4,-6%,36%,-3%
O=C(Nc1ccccc1Cl)c1cc(=O)c2ccccc2o1,9%,11%[0.501 µM],-7%,8%,-6%,3,-2%,8%,8%
CC1c2ccsc2CCN1C(=O)NC(=O)c1ccc(Cl)cc1 (centres undefined),2%,28%[59 µM],-13%,-1%,1%,-2,2%,24%,-5%
O=C(O)c1ccc(NCc2nc3ccccc3n2Cc2ccccc2)cc1,18%,1%,2%,50µM*,-9%,-8,-2%,39%[activator],6%
CCOc1ccccc1N1CCN(C(=O)c2ccc3c(c2)OCO3)CC1,9%,20%,-9%,-10%,-12%,3,4%,16%,0%
O=C(CSCc1c(Cl)cccc1Cl)NCC1CCCO1 (centres undefined),7%,7%[59 µM],3%,12%,-3%,1,4%,26%,2%
COc1ccc(C(C(=O)NC2CCCC2)N(CCO)C(=O)Cn2nnc(-c3ccc(C)o3)n2)cc1OC (centres undefined),-1%,28µM*,-3%,-3%,-17%,-1,1%,3%,6%
COc1ccc(C)cc1NC(=O)c1ccc(=O)n(Cc2ccccc2)c1,-19%,-2%[59 µM],-20%,-1%,-2%,1,2%,20%,-3%
O=C(Cc1ccsc1)N1CCc2c([nH]c3ccccc23)C1c1ccccn1 (centres undefined),4%,50µM*,-10%,-31%,?,-5,?,17%,0%
CC(=O)Nc1ccc(NC(=O)CN(C)CCC#N)cc1,-16%,-8%,5%,1%,-12%,4,-1%,18%,-6%
Cc1ccc(NC(=O)CN(C)C(=O)C(c2ccccc2)c2ccccc2)cc1,0%,2%[0.501 µM],-19%,2%,-22%,-1,-2%,25%,0%
COc1cc(-c2c(NC(=O)c3ccco3)oc3c(C)cccc3c2=O)cc(OC)c1OC,-10%,-9%,-3%,-1%,-15%,1,0%,24%,i
c1ccc(-c2nc(N3CCCC3)nc3ccccc23)cc1,-9%,?,-3%,42%[activator],232%[activator][57.1 µM],8,-2%,337%[activator],i
CC1CC(C)CN(C(=O)c2ccc3ccccc3c2)C1 (centres undefined),3%,9%,-3%,1%,-1%,-2,7%,35%[activator],4%
COc1ccc2nc(N/C(N)=N/C(=S)Nc3cccc(C)c3)nc(C)c2c1,15%,13%[59 µM],-13%,7%,-24%,-21,40%[activator],9%,-9%
Cc1cccc(C)c1NC(=O)CN(C)C(=O)CSCc1c(C)noc1C,16%,2%[12.7 µM],1%,5%,-1%,5,1%,15%,7%
COc1ccccc1NC(=O)COc1ccc(CO)cc1Cl,11%,-3%[59 µM],-12%,8%,5%,5,5%,21%,4%
COc1ccccc1CN(CC(=O)NCc1ccco1)C(=O)CNS(=O)(=O)c1ccccc1,-8%,-28%[12.7 µM],-13%,-34%,-25%,9,5%,16%,3%
O=C(CCn1ccc([N+](=O)[O-])n1)NC1CCCCCC1,6%,17%[59 µM],-9%,-7%,-8%,0,-3%,13%,-2%
C=CCNC(=O)c1ccc(C2SCC(=O)N2Cc2ccco2)cc1 (centres undefined),-16%,8%[59 µM],?,?,?,-8,-8%,-8%,-9%
Cc1cc(NC(=O)c2ccc3c(c2)OCO3)ccc1NC(=O)c1ccco1,6%,18%[59 µM],4%,4%,-19%,-20,-3%,26%,?
COc1ccccc1C(=O)C1CCCN(C(=O)c2cc(CC(C)C)nc(C)n2)C1 (centres undefined),7%,5%,-10%,3%,4%,-1,-2%,27%,-1%
CC(=O)Nc1cccc(C(=O)Nc2ccc(S(=O)(=O)N3CCCCC3)cc2)c1,4%,-5%,-6%,1%,-8%,0,-7%,24%,8%
